Compound activity as filed in PubChem.
PGC1a acetyl inh – inhibitors of PGC1a acetylation signal, primary screen, cell-based, U2OS, AlphaScreen, inhibitor mode. AlphaScreen anti-acetyl-lysine; with virally co-expressed GCN5 acetyltransferase. inhibition, % at 15.6 µM. 350,000 compounds, 0.17% hits;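 active = every replicate shows inhibition of at least 40%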;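 note: 0% = neutral control wells and 100% = positive control wells; some results beyond the cut were filed as inactive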
miR-122 sensor – miR-122 Renilla sensor signal increase in Huh7, primary screen, miR-122 inhibitor project, cell-based, single point, plate reader; Huh7 miR-122 Renilla luciferase sensor, 48 h; neutral wells = 0, positive control = 100; activation (reporter increase), % at 12.5 µM; 340,000 compounds, 0.3% hits;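 active = mean replicate activation score at least 90 and every replicate individually at or above 90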;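 note: higher luciferase means less miR-122 activity so hits act as miR-122 inhibitors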
C2C12 statin – suppressors of statin myotoxicity in C2C12 myotubes, primary screen, cell-based, single point, plate reader. C2C12 myotubes + simvastatin, ATP luminescence, 48 h; scaled: DMSO 0, geranylgeraniol control 100. rescue of ATP level, % at 7.49 µM. 330,000 compounds, 0.78% hits;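 active = mean ATP rescue above about 67%, or every replicate alone reaching that limit, limit read from the data, passing the limit was not always enough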;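 note: myotubes were challenged with 10 µM simvastatin during compound exposure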
* = called active by the depositor. Not all compounds are listed; rates above refer to the full screens.

SMILES	PGC1a acetyl inh	miR-122 sensor	C2C12 statin
COCCSc1nnc(NC(=O)C2CCCO2)s1 (centres undefined)	5.5	4.8	9.3
Cc1ccc(OCc2nc(-c3ccccc3)no2)c(C)c1	-0.4	3.4	13.4
Cc1nnc(SCCn2c(Br)nc3c2c(=O)[nH]c(=O)n3C)s1	5.7	-4.5	-11.1
Cc1cc2c(c(=O)n1Cc1cccnc1)C(Cc1ccccc1)C(C#N)=C(N)O2 (centres undefined)	-1.9	-4.1	6.9
COc1ccc(CCn2c(C)cc(C(=O)CSc3nnnn3C)c2C)cc1	10.7	4.3	-19.3
COc1ccc(C)cc1C(=O)C1CC(C(=O)O)C(C)(C)C1C (centres undefined)	4.9	-23.2	104.2*
Cc1cc(C)c(S(C)(=O)=O)c(S(=O)c2ccc(Cl)cc2)n1 (centres undefined)	2.7	11.3	1.5
CCOC(=O)C1C(=O)C(C(=O)OCC)C(c2cccnc2)NC1c1cccnc1 (centres undefined)	3.1	-5.1	7.4
COc1ccc(-c2[nH]ncc2Oc2ccccc2OC)c(O)c1	4.6	10.8	-65.7
CCOc1ccc(C(=O)CCN2CCCCCC2)cc1	-0.3	-1.1	21.2
Cc1ccc(NC(=O)C2C3CCCC2C3c2ccccc2)cc1C (centres undefined)	-1.4	0.8	6.3
Cc1onc(-c2c(F)cccc2Cl)c1C(=O)N1CCCc2ccccc21	-24.8	2.1	-20.9
O=C(Nc1ccccc1C(F)(F)F)N1CCC(n2c(=O)[nH]c3ccccc32)CC1	0.7	-2.0	12.4
COc1cccc(C(=O)N(C)c2nnc(-c3ccncc3)s2)c1	35.5	-6.4	82.3*
C=CCn1c(CC(=O)Nc2cccc(OC)c2)nnc1SCC(=O)NC1CCCCC1	1.4	-0.3	-11.3
CCOC(=O)CSc1nnc(CNc2ccc(Cl)cc2)n1Cc1ccccc1	5.3	-4.6	12.5
O=c1c2ccccc2nc(SCc2cc(F)cc3c2OCOC3)n1Cc1ccco1	-0.6	-4.9	-77.8
Cc1c(NC(=O)c2coc(=O)c(Br)c2)c(=O)n(-c2ccccc2)n1C	19.4	-2.4	10.6
CS(=O)(=O)N(CC(N)=O)c1ccc2c(c1)OCO2	3.4	-4.1	18.0
CCCC(=O)Nc1nc(-c2ccc3c(c2)CCN3S(C)(=O)=O)cs1	-18.3	8.7	8.9
Cc1cccc(C(=O)NC2CC(C)(C)NC(C)(C)C2)c1	-11.8	-12.6	17.7
CCSc1ccccc1C(=O)N1CCCC1	-5.9	2.0	-32.2
COc1cccc(OC)c1OCCCN1CCOCC1	-5.6	-12.2	9.5
O=C1c2ccccc2C(=Nc2ccccc2)C1c1cccc(Br)c1 (centres undefined)	-1.3	4.0	3.0
CCOC(=O)C1=C(C(C)=O)C(c2cccnc2)C(C#N)=C(N)O1 (centres undefined)	-4.5	-8.3	118.3*

(continued)
SMILES	PGC1a acetyl inh	miR-122 sensor	C2C12 statin
COc1cc(/C=N/NC(=O)c2ccncc2)ccc1OC(=O)c1ccc([N+](=O)[O-])cc1	0.6	0.9	4.9
Cc1[nH]n(-c2ncc(-c3ccc(Cl)cc3)s2)c(=O)c1C(c1ccc(Cl)cc1)C(C#N)C#N (centres undefined)	3.0	-4.5	5.1
O=C(Nc1cccnc1)c1c(O)c2cccc3c2n(c1=O)CC3	-0.7	4.9	6.8
Cc1c(OCc2ccccc2)c(=O)ccn1Cc1ccccc1	-6.0	-6.5	1.9
CS(=O)(=O)N(CCc1ccccc1)CC(=O)NCC1CCCO1 (centres undefined)	2.6	-4.0	-6.9
COc1ccc(-c2cc(C(F)(F)F)nc(SCC(=O)N3CC(C)OC(C)C3)n2)cc1OC (centres undefined)	-5.2	8.4	9.9
O=C1CC(c2ccc(F)cc2)CC(O)=C1C=NCCN1CCN(C(=O)Nc2ccccc2)CC1 (centres undefined)	1.2	-2.0	1.7
Cc1nn(-c2nnc(C)c(=O)[nH]2)c(C)c1SCC(=O)Nc1ccc(C(C)C)cc1	2.1	-5.7	0.9
CCOC(=O)N1CCN(C(=O)CNC(=O)Cc2ccc(Cl)cc2)CC1	8.2	-6.2	16.5
CN(C)Cc1c(O)ccc2c3c(c(=O)oc12)CCCCC3	8.9	-3.5	4.3
CCOC(=O)C1CCN(C(=O)c2cc(S(=O)(=O)N3CCOCC3)c(Cl)cc2Cl)CC1	-9.1	-0.5	-9.4
Cc1cc(Cl)ccc1OCC(=O)NCCCN1CCOCC1	5.7	-1.6	1.5
COc1ccc(CN2CCCCCC2)c(C)c1C	10.3	-2.7	-14.4
O=[N+]([O-])c1cn(Cc2ccc(Cl)cc2)cn1	0.5	0.0	5.7
O=C1C(Nc2ccccc2)=C(N2CCCCC2)C(=O)c2ccccc21	-7.6	8.6	-89.6
S=c1[nH]nc2c3c4c(sc3ncn12)CCCC4	4.4	-4.0	27.8
CCOC(=O)c1c(C)[nH]c(NC(=O)N2CCOCC2)c1C	6.8	-3.6	11.7
CCc1ccc(NC(=O)N(CCN2CCOCC2)C2CCN(C(C)=O)CC2)cc1	-5.2	-1.8	-2.5
CCS(=O)(=O)NCc1cn2ccsc2n1	-2.9	-10.1	-1.2
CCCCCC(=O)NC(NC(=S)N1CCOCC1)C(Cl)(Cl)Cl (centres undefined)	-5.1	5.0	0.2
CCc1ccc(C2CC(c3ccco3)=NN2S(C)(=O)=O)cc1 (centres undefined)	1.4	2.5	-26.8
NC(=O)CSc1nnc2sc3ccccc3n12	-1.1	-3.8	16.8
O=C1N=c2ccccc2=C1c1sc(=S)n(CC2CCCO2)c1O (centres undefined)	3.4	9.5	12.2
Cc1ccc(C)c(N2CCN(C(=O)c3cc4sccc4n3C)CC2)c1	8.4	0.5	34.1
Nn1c(SCC(=O)N2CCOCC2)nnc1-c1ccco1	-15.2	-5.5	1.0

Next section
SMILES	PGC1a acetyl inh	miR-122 sensor	C2C12 statin
COC(=O)c1ccc(=O)n(-c2ccc(OC)cc2)c1	28.1	-5.0	7.3
O=[N+]([O-])c1cccnc1N1CCOCC1	-0.2	-0.6	12.3
O=C1NC(c2ccccn2)Nc2sc3c(c21)CCC3 (centres undefined)	-0.7	5.0	-13.8
CCOc1cccc(OCCCNCCCOC)c1	-4.9	-5.0	0.2
COc1cc(NC(=O)c2ccc(Cl)cc2)c(OC)cc1NC(=O)CN1CCOCC1	-8.8	4.1	-10.5
Cc1ccc(NC(=O)/C(=C\c2cccc(Br)c2)NC(=O)c2ccco2)cc1	-22.1	11.9	-3.7
O=C(OCCN1CCOCC1)C(c1ccccc1)c1ccccc1	-19.9	1.3	3.4
Cc1ccc(S(=O)(=O)Nc2ccc(NC(=O)CN3CCCCC3)cc2)cc1	-24.2	-3.1	-5.9
COc1ccc(NC(=O)C2C(=O)N(C)C3(C)CC2c2ccccc2O3)cc1 (centres undefined)	2.3	-3.5	8.2
COc1ccc(S(=O)(=O)N2CCC(C(=O)N3CCc4ccccc4C3)CC2)cc1	-24.5	-1.6	-7.8
COc1cccc(CNc2nc3nc4c(c(=O)n3[nH]2)CCC4)c1	-10.2	-2.2	-13.1
CCc1c(C)c2ccc(OCC(=O)OC)cc2oc1=O	0.4	-2.7	-7.4
CCn1ncc(CNC(=O)CCCSc2nc(-c3ccco3)cc(C(F)(F)F)n2)c1C	-3.1	-1.5	-0.5
COc1ccc2cnn(Cc3ccccc3)c(=O)c2c1OC	-1.1	-2.0	25.2
O=C(NCc1ccc2c(c1)OCO2)C1CCC(CNS(=O)(=O)c2ccccc2)CC1 (centres undefined)	-1.1	1.1	8.3
CCN(CC)S(=O)(=O)c1ccc(C(=O)Nc2cccc(C)c2)cc1	-0.4	2.2	-17.3
O=C(CNC(=O)c1ccco1)NCC(=O)OCc1ccccc1Br	-12.3	-0.6	21.1
CC(=O)N1CCN2C(=O)C1CCCC(=O)c1cc(C)ccc12 (centres undefined)	5.3	-8.2	-7.2
CCOC(=O)c1ccc(CC(=O)c2ccc(O)cc2O)o1	-0.2	1.8	3.4
c1coc(CSCc2cn3cccnc3n2)c1	3.7	-7.7	5.9
CCNc1nc(Oc2ccc(C(=O)OC)cc2)nc(N(C)C)n1	-3.7	2.0	6.7
CC(C)(C)n1nnnc1C(c1ccc(Cl)cc1)N(Cc1cccnc1)Cc1ccco1 (centres undefined)	-6.7	3.1	-12.8
CN(C)c1oc(-c2ccco2)nc1C#N	-1.2	0.3	18.0
COc1ccc(Cl)cc1NC(=O)COC(=O)/C=C/c1c(C)nn(C2CCS(=O)(=O)C2)c1Cl (centres undefined)	6.0	-5.5	14.5
COc1ccc(C/C(N)=N/OC(=O)C(c2ccccc2)c2ccccc2)cc1OC	-20.2	-5.6	22.4

Arranged by molar mass (rising): 4 of the compounds above
SMILES	PGC1a acetyl inh	miR-122 sensor	C2C12 statin
O=[N+]([O-])c1cccnc1N1CCOCC1	-0.2	-0.6	12.3
CCN(CC)S(=O)(=O)c1ccc(C(=O)Nc2cccc(C)c2)cc1	-0.4	2.2	-17.3
CC(C)(C)n1nnnc1C(c1ccc(Cl)cc1)N(Cc1cccnc1)Cc1ccco1 (centres undefined)	-6.7	3.1	-12.8
CCn1ncc(CNC(=O)CCCSc2nc(-c3ccco3)cc(C(F)(F)F)n2)c1C	-3.1	-1.5	-0.5

Compounds listed so far containing fluorine (six):
SMILES	PGC1a acetyl inh	miR-122 sensor	C2C12 statin
Cc1onc(-c2c(F)cccc2Cl)c1C(=O)N1CCCc2ccccc21	-24.8	2.1	-20.9
O=C(Nc1ccccc1C(F)(F)F)N1CCC(n2c(=O)[nH]c3ccccc32)CC1	0.7	-2.0	12.4
O=c1c2ccccc2nc(SCc2cc(F)cc3c2OCOC3)n1Cc1ccco1	-0.6	-4.9	-77.8
COc1ccc(-c2cc(C(F)(F)F)nc(SCC(=O)N3CC(C)OC(C)C3)n2)cc1OC (centres undefined)	-5.2	8.4	9.9
O=C1CC(c2ccc(F)cc2)CC(O)=C1C=NCCN1CCN(C(=O)Nc2ccccc2)CC1 (centres undefined)	1.2	-2.0	1.7
CCn1ncc(CNC(=O)CCCSc2nc(-c3ccco3)cc(C(F)(F)F)n2)c1C	-3.1	-1.5	-0.5

Reprinted at random: 2 entries already listed, in no set order.
SMILES	PGC1a acetyl inh	miR-122 sensor	C2C12 statin
O=C1NC(c2ccccn2)Nc2sc3c(c21)CCC3 (centres undefined)	-0.7	5.0	-13.8
CN(C)c1oc(-c2ccco2)nc1C#N	-1.2	0.3	18.0

(cont.)
SMILES	PGC1a acetyl inh	miR-122 sensor	C2C12 statin
OCCN1CCN(c2nc(NCc3ccco3)c3ccccc3n2)CC1	-5.6	-5.5	-9.9
CCOc1ccccc1NC(=O)c1cc(Cl)ccc1NC(=O)c1ccco1	5.1	5.4	4.7
COC(=O)c1ccc(Oc2nc(C)cc(Oc3ccccc3)n2)cc1	-26.4	5.7	-8.1
O=C(/C(=C/c1ccc(Cl)cc1)c1nc2ccccc2[nH]1)c1cccs1	1.1	2.3	181.3*
CS(=O)(=O)c1sc2nc(-c3cccs3)cc(-c3ccccc3)c2c1N	-54.1	0.3	40.1
Cc1ccccc1Cn1c(C(C)O)nc2ccccc21 (centres undefined)	1.2	-2.8	4.5
CC(C)(C)NS(=O)(=O)c1cnc(Cl)c(Cl)c1	8.7	-1.1	-10.1
CCCc1cc2c(cc1NC(=O)c1ccc(C)cc1)OCO2	-8.6	9.6	91.5*
CCC(c1nnnn1Cc1ccco1)N(CCc1ccccc1)Cc1cc2ccc(OC)cc2[nH]c1=O (centres undefined)	-21.9	-1.7	4.5
COc1ncnc2c1NC1=C(S2)C(=NCCC(=O)O)CC(C)(C)C1	1.3	5.8	-0.7
Cc1cc(Nc2ccccc2)n(-c2ccc(Br)cc2)n1	-11.0	16.2	18.4
N#Cc1c(N)sc(=S)c2c1CCCC2	-10.9	2.0	-6.4
N#CC1=C(S)N=C(N)C(c2nc(-c3ccccc3)cs2)C12CCCC2 (centres undefined)	-16.5	-1.7	24.9
CS(=O)(=O)N(CC(N)=O)c1cccc(Br)c1	-4.1	-5.9	-8.5
O=C(NC12CC3CC(CC(C3)C1)C2)N1CCN(c2nc(-c3ccccc3)cs2)CC1	-3.7	-8.1	-13.7
c1ccc(CSc2nnc(-c3ccco3)c(-c3ccco3)n2)cc1	7.6	0.5	-24.1
CC1(C(=O)c2ccccc2)C2c3c(ccc4ccccc34)OC(=O)C21C(=O)N1CCOCC1 (centres undefined)	-1.7	18.0	1.8
COc1cc2c(cc1NC(=O)CSc1nnc(Cc3cccs3)n1C)oc1ccccc12	0.2	22.8	-2.7
CC1Cc2ccccc2N1C(=O)CSc1nc2c(c(=O)n(C)c(=O)n2C)n1Cc1ccc(F)cc1 (centres undefined)	-4.3	-7.0	23.0
CCOc1ccc2nc(-c3ccccc3)[nH]c2c1	-11.5	64.7	-50.7
CC(C)n1cc(-c2ccc(Cl)cc2)cc(C#N)c1=O	6.9	5.9	1.3
Cc1ccc(S(=O)(=O)N[C@H](C(=O)N2CCC(C(=O)NCC(=O)O)CC2)C(C)C)cc1	8.3	0.3	-0.4
CCc1sc(C(=O)NC)cc1Br	6.3	3.9	1.9
O=C1C2C3C=CC([C@@H]2C(=O)N1c1nccs1)C31CC1 (some centres undefined)	9.9	12.6	0.5
OC(CNCc1ccco1)COc1ccccc1 (centres undefined)	12.3	4.4	14.8
COc1cc(OC)cc(OCC(O)Cn2ccnc2)c1 (centres undefined)	-6.8	3.5	-6.2
CCN(CC)CC#CC(C)(C)OC(C)=O	0.1	-4.0	46.2
